MC4R barr agon = human MC4R agonism via beta-arrestin | P32245 | U2OS MC4R beta-arrestin complementation, luminescence; percent of melanotan II response, DMSO zero | activation, % at 8.9 µM | 0.98% of 360,000 active;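 active means activation above a per-plate cutoff, the mean activation of sample wells on that plate plus 3 SD, cut at about 8% in these data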
ABCB6 inh 2 = blocks the human ABCB6 transporter; Q9NP58; K562-ABCB6 porphyrin accumulation, flow cytometry, 1 h; hits give low values; fluorescence ratio to DMSO, % at 10 µM; 0.19% of 360,000 active; AID 602162;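 active means fluorescence ratio to DMSO below 75%, the collection mean minus 3 SD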;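 further: signal is porphyrin accumulated inside mitochondria; 100% equals median channel fluorescence of DMSO control wells; lower ratio means ABCB6 inhibition with less porphyrin fluorescence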
Target sequence (Q9NP58 whole entry, looked up): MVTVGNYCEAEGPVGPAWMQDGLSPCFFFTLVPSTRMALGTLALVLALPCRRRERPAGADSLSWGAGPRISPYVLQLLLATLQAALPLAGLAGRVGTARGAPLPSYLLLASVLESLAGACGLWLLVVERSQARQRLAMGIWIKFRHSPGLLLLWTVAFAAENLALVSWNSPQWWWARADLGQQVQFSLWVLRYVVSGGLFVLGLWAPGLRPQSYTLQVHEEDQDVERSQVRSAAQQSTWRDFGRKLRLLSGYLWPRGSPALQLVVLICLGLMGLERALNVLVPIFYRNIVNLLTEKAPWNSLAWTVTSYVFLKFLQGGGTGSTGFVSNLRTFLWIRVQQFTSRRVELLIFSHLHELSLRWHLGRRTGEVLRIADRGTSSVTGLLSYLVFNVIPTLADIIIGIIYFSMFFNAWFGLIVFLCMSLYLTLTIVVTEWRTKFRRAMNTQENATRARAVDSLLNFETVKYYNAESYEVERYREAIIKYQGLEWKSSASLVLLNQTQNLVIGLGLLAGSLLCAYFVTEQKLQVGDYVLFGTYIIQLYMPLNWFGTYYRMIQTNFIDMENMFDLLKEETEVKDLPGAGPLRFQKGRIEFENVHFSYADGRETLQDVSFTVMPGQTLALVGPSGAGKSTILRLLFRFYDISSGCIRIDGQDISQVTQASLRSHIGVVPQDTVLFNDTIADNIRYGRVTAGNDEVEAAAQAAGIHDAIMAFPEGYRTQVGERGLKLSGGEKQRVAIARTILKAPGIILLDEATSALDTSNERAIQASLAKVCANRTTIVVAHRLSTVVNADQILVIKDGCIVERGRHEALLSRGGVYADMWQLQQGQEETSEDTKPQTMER
PDI turbidity = blocks human protein disulfide isomerase activity; P07237; PDI insulin aggregation turbidity, A650, 90 min; inhibition, % at 10 µM; 0.052% of 350,000 active; AID 588391;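 active means mean inhibition across replicates of 30% or more, whatever share of single replicates reach that level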;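 further: absorbance from insulin aggregation driven by PDI reduction with DTT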
HTR2A ag = activates the mouse 5-HT2A serotonin receptor; P35363; CHO-K1 mHTR2A beta-arrestin complementation, luminescence; percent of 30 µM serotonin response; activation, % at 7.6 µM; 0.66% of 360,000 active;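 active means activation above a run cutoff, the mean activation of all tested compounds plus 3 SD, cut at about 14% in these data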;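 further: 0% = plate median of compound wells and 100% = 30 µM serotonin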
CaV13 FRET inh = Primary screen for inhibitors of IQ motif and Ca2+-dependent inactivation inhibitor domain binding in CACNA1D, Förster resonance energy transfer in living cells, …. HEK cells, CFP/YFP FRET ICDI-IQ, plate reader, 10 min; percent FRET-ratio fall versus neutral wells. inhibition, % at 12.3 µM. 0.098% of 340,000 active;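 active means mean replicate inhibition of at least 30% and at least 1% of replicates passing that level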;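 further: 0% = median of the neutral control wells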
Glyco luc inh = blocks N-linked glycosylation in D54 reporter cells; 0.23% of 360,000 active; D54 ERlucT glycosylation luciferase reporter, 24 h; percent of 100 nM tunicamycin response; AID 588692; reporter increase, % at 12.5 µM;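 active means mean luciferase reporter signal, scaled so untreated is 0 and the glycosylation-blocking control 100, at or above a set limit in every replicate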;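 further: luciferase carries N-glycosylation sites so blocking glycosylation raises the light; 0% = median of neutral control wells and 100% = median of 100 nM tunicamycin wells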
MC4R antag cAMP = human MC4R antagonism in cAMP assay; MC4R-expressing cells, MTII-stimulated cAMP, LANCE TR-FRET; inhibition, % at 6.5 µM; 0.48% of 360,000 active;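 active means inhibition above its plate's cutoff, the mean of tested wells on that plate plus 3 SD, cut at about 29% in these data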;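 further: 0% = Melanotan II alone and 100% = Melanotan II plus saturating MCL0020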
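Test system: U2OS cells stably expressing human melanocortin 4 receptor (MC4R); also added: Melanotan II challenge; compound: 6.5 µM single dose; timing: 30-min compound preincubation, 1-h Melanotan II challenge, 1-h detection, room temperature; signal: Eu-cAMP/anti-cAMP TR-FRET, emission 671 nm; repeats: one well per compound, no replicates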
aDG glyco act = increases alpha dystroglycan glycosylation; Pro5-aDG cells, alpha-DG glycosylation AlphaScreen (IIH6); 0% Pro5, 100% B10-LARGE cell signal; activation, % at 10 µM; 0.22% of 360,000 active;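 active means activation of at least 8% versus controls, or a plate z-score of at least 8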;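 further: Pro5 are CHO cells carrying HIG-tagged alpha-DG that lacks glycosylation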
H9c2 protect = myocardial damage modulation in H9c2 cells. H9c2 cardiomyocytes, H2O2 injury protection, ATPLite, 2 h. protection from H2O2 cell death, % at 20 µM. 0.63% of 360,000 active. AID 588492;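 active means compounds giving at least 50% protection of heart cells from peroxide-induced death in the single-dose screen, raw or plate-pattern-corrected value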;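 further: 0% = DMSO wells with peroxide and 100% = DMSO wells without peroxide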
Vif imaging = HIV Vif inhibition. HEK293T cells, Vif self-association by quenched fluorescence, imaging, 24 h. inhibition, % at 7.49 µM. 0.35% of 340,000 active; in the data active means inhibition above about 50%, passing the limit was not always enough; further: some results filed as inactive read as strong as hits
An asterisk follows results filed as active; nt = not tested or not shown.

[1] Clc1ccc(CNCC2CCCO2)c(Cl)c1 (configuration not stated)
[2] CC1(C)Cc2c(sc3nc(SCC(=O)NCc4ccccc4)n(-c4ccccc4)c(=O)c23)CS1
[3] NCC(c1ccco1)c1c[nH]c2ccccc12 (configuration not stated)
[4] CCc1ccc(-c2ccc3nnc(SCC(=O)NCC4CCCO4)n3n2)cc1 (configuration not stated)
[5] CC(=O)c1ccc(N2CCN(C(=O)c3ccc(OCc4c(C)noc4C)cc3)CC2)cc1
[6] O=C(CNc1ccc2c(c1)OCO2)N/N=C\c1cn(Cc2ccccc2)c2ccccc12
Compound	1	2	3	4	5	6
MC4R barr agon	-0.2	-2.9	0.7	-2.5	-2.3	1.7
ABCB6 inh 2	93.0	98.0	102.0	97.0	92.0	95.0
PDI turbidity	1.0	11.5	14.3	1.6	-6.1	-9.8
HTR2A ag	5.7	2.6	-1.7	12.8	4.2	-5.1
CaV13 FRET inh	-1.4	-3.9	-1.0	-1.6	-4.0	-5.7
Glyco luc inh	1.7	1.3	0.8	2.6	-1.0	-12.6
MC4R antag cAMP	3.7	-3.5	20.5	9.7	-0.1	12.8
aDG glyco act	0.1	0.1	-0.2	1.2	0.0	0.0
H9c2 protect	-0.8	-9.3	0.6	0.1	2.3	-6.0
Vif imaging	11.9	10.7	-4.6	-12.4	1.5	-5.1

[7] Cc1ccc(S(=O)(=O)N2CCN(c3ccc(C(=O)N4CCOCC4)cc3[N+](=O)[O-])CC2)cc1
[8] COC(=O)c1c(C(=O)OC)c(-c2ccccc2)n2c1CS(=O)(=O)C2
[9] COc1cc(CCCN2C(=S)NC[C@@H]2CCCCN)cc(OC)c1OC
[10] CCN1CCC2(CC1)N=C(c1ccc(F)cc1)C(=S)N2C(=O)c1ccc(C(C)(C)C)cc1
[11] NC(=O)Nc1ccc(C(=O)N2CCN(S(=O)(=O)Cc3ccccc3)CC2)cc1
[12] Cc1ccc(SCc2nc3ccccc3n2CC(=O)Nc2ccc(Cl)cc2)cc1
Compound	7	8	9	10	11	12
MC4R barr agon	-3.2	0.6	0.7	-0.8	-2.1	6.9
ABCB6 inh 2	101.0	97.0	101.0	94.0	110.0	99.0
PDI turbidity	4.0	-1.8	-5.8	-13.3	0.2	-6.7
HTR2A ag	3.7	-2.4	5.7	-0.4	-6.4	3.7
CaV13 FRET inh	-4.7	-5.0	-9.6	-12.2	-5.6	-9.6
Glyco luc inh	-2.0	1.2	1.3	-0.6	-1.6	-4.1
MC4R antag cAMP	-1.4	0.3	1.5	-2.1	-1.6	14.6
aDG glyco act	0.8	0.0	0.0	-0.3	0.3	0.6
H9c2 protect	-5.9	2.0	1.2	-1.1	6.0	-17.4
Vif imaging	-5.8	nt	-1.7	5.2	-2.7	-3.2

[13] COC(=O)[C@]12CCCCC=C1N(Cc1ccc(Cl)cc1Cl)C(=O)[C@H](CC(=O)NCc1cccc(C(F)(F)F)c1)C2
[14] COc1cccc2c(C)cc(N3CCCCCC3)nc12
[15] CCc1nnc(NC(=O)c2ccc(-c3ccccc3F)o2)s1
[16] O=S(=O)(Nc1ncccn1)c1cc(Cl)ccc1Cl
[17] Nc1ccc(Br)cc1Br
[18] Cc1cccc(N2CCN(c3nc(C)cc(C)c3C#N)CC2C)c1 (configuration not stated)
Compound	13	14	15	16	17	18
MC4R barr agon	nt	-0.7	-1.9	2.5	-1.4	3.2
ABCB6 inh 2	97.0	96.0	93.0	104.0	100.0	105.0
PDI turbidity	nt	-5.7	-0.4	0.1	-3.9	3.9
HTR2A ag	-5.6	6.3	0.4	5.7	6.3	6.0
CaV13 FRET inh	-8.7	-4.4	136.0*	-20.2	-3.6	-6.9
Glyco luc inh	nt	-0.2	1.1	2.2	2.0	-4.7
MC4R antag cAMP	nt	12.9	2.8	-1.9	4.8	-3.0
aDG glyco act	-0.1	0.1	-0.3	0.1	-0.2	0.1
H9c2 protect	nt	-6.5	5.5	-2.9	1.8	-2.3
Vif imaging	nt	-3.1	-4.2	3.9	-7.3	-5.1

[19] CN(CC(=O)Nc1c(Cl)cccc1Cl)C(=O)CC1Sc2ccccc2NC1=O (configuration not stated)
[20] CCNC(=O)N(CCOC)CC1CCCN(C2Cc3ccccc3C2)C1 (configuration not stated)
[21] COC(=O)c1sc2ccccc2c1NC(=O)c1cccs1
[22] COc1ccc(C(=O)COC(=O)c2ccco2)cc1
[23] NS(=O)(=O)c1cccc(NC(=O)Nc2ccc(Cl)cc2)c1
[24] CC(=O)Nc1ccc(NC(=O)C2CCN(S(=O)(=O)c3cccc4nonc34)CC2)cc1
Compound	19	20	21	22	23	24
MC4R barr agon	1.1	-0.3	2.5	0.5	4.2	1.2
ABCB6 inh 2	98.0	98.0	96.0	86.0	96.0	96.0
PDI turbidity	5.4	-1.0	-1.9	-3.3	3.5	1.0
HTR2A ag	-5.3	-3.1	3.7	-5.5	-1.7	1.4
CaV13 FRET inh	nt	-5.7	-9.0	nt	-6.3	nt
Glyco luc inh	0.1	-0.2	-0.9	1.2	0.2	2.3
MC4R antag cAMP	11.0	-4.2	-1.0	0.7	24.6	6.7
aDG glyco act	0.1	-0.1	0.2	-0.1	0.0	0.0
H9c2 protect	0.3	-1.4	6.2	-26.3	-11.4	18.1
Vif imaging	-14.4	-1.7	5.1	-24.8	1.6	4.2

[25] CCOC(=O)/C(C#N)=C/N1CCOCC1
[26] CCCC(=O)Nc1ccc2c(c1)C(=O)NC2=O
[27] CCC(C)NC(=O)C1CCC(CNS(=O)(=O)c2ccccc2)CC1 (configuration not stated)
[28] COc1ccc(C(=O)/C=C/Nc2ccc([N+](=O)[O-])cc2)cc1
[29] CC(=O)N1c2c(cc(Br)cc2S(=O)(=O)N2CCN(c3ccccn3)CC2)CC1C (configuration not stated)
[30] O=[N+]([O-])c1ccccc1CSc1ccccn1
Compound	25	26	27	28	29	30
MC4R barr agon	0.4	-0.9	0.9	-2.1	0.5	1.9
ABCB6 inh 2	98.0	98.0	100.0	102.0	84.0	99.0
PDI turbidity	10.7	-0.8	-2.8	-8.6	-7.5	-2.5
HTR2A ag	9.6	7.7	3.4	-1.1	-1.2	-3.7
CaV13 FRET inh	0.1	-6.7	-20.2	-11.8	-7.6	-19.0
Glyco luc inh	0.2	1.7	-2.4	0.6	nt	-2.4
MC4R antag cAMP	13.5	-0.6	-0.9	-0.3	-0.1	11.5
aDG glyco act	-0.1	0.0	-0.1	-0.1	0.0	0.1
H9c2 protect	1.3	11.4	-4.9	-2.4	35.7	0.1
Vif imaging	3.2	nt	-7.7	6.0	nt	-1.7

[31] O=C(CSc1nc2c(c(=O)n1-c1ccc(Br)cc1)SCC2)NCC1CCCO1 (configuration not stated)
[32] Cc1sc2c(c1C)CN(Cc1ccncc1)CN2C(=O)c1ccco1
[33] Cc1cc(Br)ccc1NC(=O)CNC(=O)CSc1ncccn1
[34] Nc1ccccc1Nc1cc(-c2ccccc2)nn1-c1cccc(Cl)c1
[35] CCc1nc2ccc(C(=O)Nc3ccc(OC)c(OC)c3)cn2c1N(CC)Cc1cccc(Br)c1
[36] COc1ccc(S(=O)(=O)N2CN(Cc3ccco3)c3nc4ccccc4nc32)cc1
Compound	31	32	33	34	35	36
MC4R barr agon	-2.0	-0.8	-4.5	0.9	-0.9	0.3
ABCB6 inh 2	92.0	97.0	101.0	101.0	98.0	136.0
PDI turbidity	7.7	-5.2	-2.7	-22.3	16.7	24.6
HTR2A ag	0.0	-1.5	-3.0	3.8	-6.2	3.4
CaV13 FRET inh	nt	nt	-18.7	-4.5	-12.1	-3.9
Glyco luc inh	4.5	2.2	0.2	-2.4	-1.0	0.2
MC4R antag cAMP	2.7	3.5	17.0	9.6	10.3	3.3
aDG glyco act	0.0	-0.1	-0.3	-0.3	0.3	0.3
H9c2 protect	2.4	-3.0	-0.4	-2.0	-2.4	7.3
Vif imaging	3.4	0.5	-7.2	5.4	-17.6	-13.5

[37] Cc1ccc2c(CN3CCN(c4ccc(Cl)c(Cl)c4)CC3)cc(=O)oc2c1
[38] CCc1ncc(CN2CCC(C(=O)Nc3cccc(-c4cscn4)c3)CC2)cn1
[39] CCCCn1cnc2c(c1=O)c1nc3ccccc3nc1n2Cc1ccc2c(c1)OCO2
[40] CN=C(C)c1c(O)c2ccccc2oc1=O
[41] O=C(N/N=C/C=C/c1ccco1)/C(=C/c1ccccc1)NC(=O)c1ccccc1
[42] Cc1noc(C)c1C(=O)N1CCCC(Nc2ccc(C(C)C)cc2)C1 (configuration not stated)
[43] CC(Sc1nc(N)cc(=O)[nH]1)C(=O)NCC(=O)Nc1ccc(F)c(F)c1F (configuration not stated)
[44] Cc1cc(C(=O)CSc2nnc(-c3ccco3)o2)c(C)n1Cc1ccco1
Compound	37	38	39	40	41	42	43	44
MC4R barr agon	nt	-1.4	-2.4	-2.7	-3.2	-1.2	-1.4	-3.6
ABCB6 inh 2	95.0	100.0	95.0	91.0	101.0	95.0	99.0	89.0
PDI turbidity	nt	3.1	1.9	2.4	-6.9	-7.8	11.1	-1.6
HTR2A ag	17.8*	-4.3	2.7	0.0	-0.2	-5.1	-1.1	1.1
CaV13 FRET inh	-4.3	-5.0	0.2	nt	-16.3	-4.5	-2.3	nt
Glyco luc inh	-2.4	-0.5	4.7	0.5	3.3	2.7	0.2	-1.4
MC4R antag cAMP	nt	8.3	-7.9	13.5	4.1	-3.2	-0.8	1.7
aDG glyco act	-0.1	0.3	0.1	0.1	-0.1	0.3	0.3	0.8
H9c2 protect	-3.9	-3.1	-10.0	0.4	-0.4	-2.2	2.3	-23.8
Vif imaging	nt	-13.0	-1.4	5.8	-5.1	-19.6	-13.2	4.6

In the list so far, 6 contain an aryl methoxy group:
[9] COc1cc(CCCN2C(=S)NC[C@@H]2CCCCN)cc(OC)c1OC
[14] COc1cccc2c(C)cc(N3CCCCCC3)nc12
[22] COc1ccc(C(=O)COC(=O)c2ccco2)cc1
[28] COc1ccc(C(=O)/C=C/Nc2ccc([N+](=O)[O-])cc2)cc1
[35] CCc1nc2ccc(C(=O)Nc3ccc(OC)c(OC)c3)cn2c1N(CC)Cc1cccc(Br)c1
[36] COc1ccc(S(=O)(=O)N2CN(Cc3ccco3)c3nc4ccccc4nc32)cc1
Compound	9	14	22	28	35	36
MC4R barr agon	0.7	-0.7	0.5	-2.1	-0.9	0.3
ABCB6 inh 2	101.0	96.0	86.0	102.0	98.0	136.0
PDI turbidity	-5.8	-5.7	-3.3	-8.6	16.7	24.6
HTR2A ag	5.7	6.3	-5.5	-1.1	-6.2	3.4
CaV13 FRET inh	-9.6	-4.4	nt	-11.8	-12.1	-3.9
Glyco luc inh	1.3	-0.2	1.2	0.6	-1.0	0.2
MC4R antag cAMP	1.5	12.9	0.7	-0.3	10.3	3.3
aDG glyco act	0.0	0.1	-0.1	-0.1	0.3	0.3
H9c2 protect	1.2	-6.5	-26.3	-2.4	-2.4	7.3
Vif imaging	-1.7	-3.1	-24.8	6.0	-17.6	-13.5

Bioassay records from PubChem.
